# TR SRC2 fluor cs: Texas Red fluorescence interference in TRb-SRC2 counter-screen | Potency, µM (titrated, usually from 106 µM), without a hit: at the highest dose fluorescence change, negative = quenching | 0.29% of 280,000 active | TRb/SRC2 Texas Red total fluorescence interference | AID 1479; active = well fitted curve in either direction with a large enough effect; inconclusive = small, poorly fitted or top-dose-only effect
#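 Flags fluorescent or light-absorbing compounds by total fluorescence, S + 2P, at 555 nm excitation and 632 nm emission. Mixture: 20 nM Texas Red SRC2 peptide, 0.6 uM human TRb LBD, 1 uM T3, 5% DMSO; compound exposure 5 h at ambient temperature.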
# ALDH1A1 block: ALDH1A1 (human) enzyme inhibition. P00352. Purified ALDH1A1, NADH fluorescence, propionaldehyde substrate. Potency, µM (series often up to 75.3 µM), for inactives: at the highest dose activity, negative = inhibition, actives largely listed as inhibitors. 7.3% of 220,000 active. AID 1030; active = well fitted inhibition curve with a large enough effect, not every such curve was filed as active; inconclusive = small, poorly fitted or top-dose-only effect, or another doubt; inactive = no such curve, though single readings can be large or run the other way;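 also: plate controls were no enzyme wells and a reference inhibitor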
# Target sequence (P00352 whole entry, looked up): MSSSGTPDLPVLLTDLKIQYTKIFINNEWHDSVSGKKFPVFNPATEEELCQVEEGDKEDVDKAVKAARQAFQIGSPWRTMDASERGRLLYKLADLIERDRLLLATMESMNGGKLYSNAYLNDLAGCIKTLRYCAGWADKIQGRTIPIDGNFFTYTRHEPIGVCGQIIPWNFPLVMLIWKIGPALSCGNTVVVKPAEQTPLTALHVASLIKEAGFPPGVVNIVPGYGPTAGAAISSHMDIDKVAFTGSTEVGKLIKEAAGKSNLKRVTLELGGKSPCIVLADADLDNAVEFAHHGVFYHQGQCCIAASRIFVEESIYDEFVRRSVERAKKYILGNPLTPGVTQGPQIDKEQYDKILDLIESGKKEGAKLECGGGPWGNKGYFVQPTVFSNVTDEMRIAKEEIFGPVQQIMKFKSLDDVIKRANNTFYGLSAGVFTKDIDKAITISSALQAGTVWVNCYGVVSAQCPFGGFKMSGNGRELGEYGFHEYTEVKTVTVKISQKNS
# aGal spleen mod: alpha-galactosidase A (human) modulation | P06280 | human spleen homogenate, 4MU-alpha-Gal fluorescence, 40 min | Potency, µM (top dose mostly 80 µM), for inactives: top-dose activity change, negative = inhibition, usual class: inhibitors | 0.008% of 240,000 active | AID 2107;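 also: 0% = enzyme with vehicle and -100% = no enzyme basal signal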
# Target sequence (P06280 32-429 limits assumed): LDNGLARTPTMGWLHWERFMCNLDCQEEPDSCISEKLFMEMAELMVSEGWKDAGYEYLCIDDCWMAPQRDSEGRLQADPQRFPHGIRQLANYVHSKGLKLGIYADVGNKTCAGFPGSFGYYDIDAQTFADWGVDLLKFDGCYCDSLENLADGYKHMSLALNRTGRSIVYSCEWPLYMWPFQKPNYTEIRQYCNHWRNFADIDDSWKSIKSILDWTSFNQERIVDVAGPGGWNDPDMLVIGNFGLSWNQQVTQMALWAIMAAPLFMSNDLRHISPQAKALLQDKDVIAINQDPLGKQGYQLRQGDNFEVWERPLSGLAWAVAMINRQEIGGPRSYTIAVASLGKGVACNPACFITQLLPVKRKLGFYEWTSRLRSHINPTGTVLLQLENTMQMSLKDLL
#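 Inhibition or activation of alpha-galactosidase in human spleen homogenate is scored by 4-MU fluorescence after 40 min at 37C, pH 5.0, with 1 mM substrate. AC50s come from concentration-response fitted to the Hill equation.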
# L3MBTL1 inh: L3MBTL1 (human) inhibition; Potency, µM (top dose mostly 57.1 µM), inactives show top-dose activity, negative = inhibition, hits mostly inhibitors; 0.66% of 230,000 active; AlphaScreen L3MBTL1–H3K9me1 peptide binding; Q9Y468; also: nearly all actives have a fitted effect of over 60% in size
#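 Displacement of a biotinylated histone H3(1-15) peptide monomethylated at Lys9 (75 nM) from L3MBTL1 (50 nM) was measured by AlphaScreen after a 30 min room-temperature compound incubation; cefsulodin titration served as intraplate control.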
# Tau fibril FP: blocks human tau fibril formation measured by polarization. Potency, µM (top dose mostly 57.7 µM), without a hit: at the highest dose activity, negative = inhibition, hits mostly inhibitors. 0.39% of 280,000 active. AID 1468. K18 P301L tau heparin fibrillization, Alexa594 FP, 6 h; also: nearly all actives have a fitted effect of over 55% in size
# Target sequence (P10636 561-689 P618L limits assumed): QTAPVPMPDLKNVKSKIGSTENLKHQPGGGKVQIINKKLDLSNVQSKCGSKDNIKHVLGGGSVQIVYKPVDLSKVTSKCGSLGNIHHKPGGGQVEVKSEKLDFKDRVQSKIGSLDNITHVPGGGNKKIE
#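 FP of Alexa 594-tau after heparin (20 uM) induction. Substrate: human K18 P301L, 15 uM unlabeled, 0.24 uM labeled. Buffer 100 mM sodium acetate pH 7. 6 hr, 37 C.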
# Tau fluor cs: counter-screen for tau fibril formation inhibitors | tau K18 P301L Alexa594 fluorescence, heparin fibrillization | Potency, µM (top dose mostly 57.7 µM), for inactives: top-dose activity change, negative = decrease | AID 1463 | 0.93% of 280,000 active; also: nearly all actives have a fitted effect of over 55% in size
#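 Human K18 P301L tau (15 uM unlabeled plus 0.24 uM Alexa 594-labeled, final) in 100 mM sodium acetate pH 7 was mixed with compound and 20 uM heparin and incubated 6 hr at 37 C.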
# TRb SRC2 PPI: disrupts binding of human TR beta to SRC2 | P10828 | TRbeta-SRC2 peptide binding, fluorescence polarization; receptor liganded with 1 µM T3 | Potency, µM (doses to about 106 µM), for inactives: at the top dose activity change, negative = inhibition, actives largely listed as inhibitors | 0.065% of 280,000 active | AID 1469;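 also: plate controls were bound peptide for no effect and peptide without receptor for full effect; nearly all actives have a fitted effect of over 50% in size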
#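 Human TRb ligand-binding domain (0.6 uM) is mixed with 20 nM Texas Red SRC2 peptide and 1 uM T3; after compound addition and 5 hr at ambient temperature, polarization is measured and normalized to unbound and bound controls.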
# Tau fibril ThT: inhibitors of human tau fibril formation, thioflavin T binding; P10636; 2.1% of 270,000 active; recombinant tau K18 P301L (four-repeat tau fragment), heparin-induced fibrillization, ThT fluorescence; Potency, µM (highest dose often 57.4 µM), for inactives: at the highest dose activity, negative = inhibition, usual class: inhibitors; also: nearly all actives have a fitted effect of over 55% in size
#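 Recombinant human tau K18 fragment […] carrying P301L, 15 uM unlabeled plus 0.24 uM Alexa 594-labeled, was fibrillized with 20 uM heparin in 100 mM sodium acetate pH 7 for 6 hr at 37 C; 30 uM ThT fluorescence read after 1 hr.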
# Starred values were filed as active, the others as inactive; ? = inconclusive; . = not tested or not shown; & = joins results of further samples; [ ] = dose if it differs, or a comment. Unless noted, calls follow the shape of the dose curve; as a rule, active = well fitted curve in the direction sought with a large enough effect; inconclusive = small, poorly fitted or top-dose-only effect, or another doubt; inactive = no such curve, though single readings can be large; an effect the other way counts as inactive or inconclusive. Unless noted, % is scaled to controls: 0 for no effect and ±100 for the full control effect; potency is read from the fitted curve at half-maximal effect.
# Values run as follows: TR SRC2 fluor cs	ALDH1A1 block	aGal spleen mod	L3MBTL1 inh	Tau fibril FP	Tau fluor cs	TRb SRC2 PPI	Tau fibril ThT
[1] S=C(NC12CC3CC(CC(C3)C1)C2)N1CCCC1
    -1%	-12%	-9%	1%	0%	4%	5%	9%
[2] CCO[C@@H]1OC(C(=O)N2CCOCC2)=C[C@H](c2ccc(C(F)(F)F)cc2)[C@H]1CCCO
    -1%	11%	4%	3%	0%	4%	-5%	7%
[3] COc1cc(NC(=O)NCC2CCN(Cc3ccccc3Cl)CC2)cc(OC)c1OC
    -3%	.	.	.	10%	-14%	2%	-5%
[4] CCCn1nnc(NC(=O)c2ccc(-c3cccc(Cl)c3)o2)n1
    0%	?	3%	-1%	6%	-8%	-13%	-15%
[5] COc1ccc(S(=O)(=O)Cc2ccc(C(=O)N3CCN(c4ccc(Cl)cc4)CC3)o2)cc1
    -2%	7%	4%	-10%	9%	-21%	2%	?
[6] O=C(CCS(=O)(=O)c1cc(Br)cc2c1N(C(=O)C1CC1)CC2)N1CCN(c2cccc(C(F)(F)F)c2)CC1
    -2%	.	.	.	12%	-24%	4%	?
[7] Cn1cc([N+](=O)[O-])c(C(=O)Nc2cc(Oc3cccnc3)cc([N+](=O)[O-])c2)n1
    -4%	13µM*	-1%	-1%	10%	-24%	10%	-6%
[8] COc1ccc(C(=O)Nc2cc(C)on2)cc1
    -2%	-7%	5%	1%	-4%	1%	-14%	-3%
[9] COc1ccc(/C=C/C(=O)c2ccccc2)cc1COc1ccccc1F
    -2%	-2%	-6%	12%	-2%	-14%	-2%	-10%
[10] COc1cccc(/C(C)=N/Nc2ncc(Cl)cc2Cl)c1
    9%	11%	-11%	-14%	4%	-13%	8%	?
[11] O=c1[nH]c2cc3c(cc2cc1CN(Cc1nnnn1CC1CCCO1)C1CCCC1)OCO3 (stereo unspecified)
    -1%	?	?	-7%	-8%	-16%	-21%	?
[12] CCOc1ccc2nc(SC3CC(=O)N(c4cccc(OC)c4)C3=O)sc2c1 (stereo unspecified)
    5%	20µM*	3%	5%	11%	-21%	0%	?
[13] O=C(CSc1nc2ccccc2[nH]1)Nc1ccc(F)c(F)c1
    -2%	5%	-22%	.	-8%	-16%	-10%	6%
[14] Cc1cc(C)c2c(CC(=O)NN(C)C)coc2c1
    -4%	11%	2%	-1%	1%	1%	0%	-2%
[15] O=C(Nc1c(Cl)cccc1Cl)c1cccc2c1C(=O)N(C1CCCCC1)C2
    1%	.	.	.	-10%	-27%	-2%	?
[16] Cc1ccc(N(C(=O)c2csnn2)C(C(=O)NC(C)(C)C)c2cccnc2)cc1C (stereo unspecified)
    0%	3%	-4%	-3%	-6%	-2%	12%	-3%
[17] CCN(CC)S(=O)(=O)c1cccc(C(=O)c2c(C)cc3ccccn23)c1
    -2%	-16%	-5%	0%	1%	-3%	-9%	3%
[18] O=C(NCc1ccncc1)c1ccc(N2CCCC2)c([N+](=O)[O-])c1
    -1%	?	-1%	-29%	1%	-9%	6%	?
[19] O=C(COC(=O)c1ccc2ccccc2c1)NCCCc1ccccc1
    -12%	9%	1%	-1%	?	-10%	1%	-6%
[20] COc1ccc(NC(=O)c2c(-c3ccc(C)cc3)nnc3ccccc23)cc1OC
    -1%	.	.	.	-7%	-20%	-1%	-3%
[21] CCOC(=O)c1ccc(N2C(=O)c3n[nH]c(-c4ccco4)c3C2c2cccc(O)c2)cc1 (stereo unspecified)
    -1%	.	.	.	?	?	7%	?
[22] Cc1cc(=O)oc2c3c4c(cc12)OCCN4CCC3
    1%	?	-3%	12%	-13%	-25%	2%	?
[23] CC(C)Cn1nc(NC(=O)C(C)(C)C)c2cc3ccccc3nc21
    -7%	?	12%	36%[activator]	-1%	-15%	-5%	-7%
[24] O=C(NCc1ccccc1Cl)c1cc(-c2ccccc2)n[nH]1
    0%	.	.	.	-11%	-25%	1%	10%
[25] COc1cc(S(=O)(=O)N(CCc2ccccc2)Cc2cccs2)ccc1-n1cnnn1
    0%	?	8%	4%	2%	-5%	1%	5%
[26] CCOc1ccc2ncc(S(=O)(=O)c3ccccc3)c(N3CCN(c4ccc(OC)cc4)CC3)c2c1
    0%	-11%	4%	-4%	0%	7%	-5%	3%
[27] COc1ccc(/C=N/n2c(=O)[nH]c3c([nH]c4ccc(Br)cc43)c2=O)cc1CN1CCOCC1
    -1%	-7%	-10%	3%	14%	-6%	-5%	8%
[28] Cc1nn(-c2ccc(N3CCCCC3)nn2)c(C)c1CCC(=O)NCc1ccc(Cl)cc1
    0%	.	.	.	5%	-10%	10%	?
[29] O=CN1CCN(C(=O)c2ccccc2Cl)CC1
    -2%	3%	-12%	.	3%	-2%	-2%	-7%
[30] CNC(=S)N(CCc1c(C)[nH]c2ccc(C)cc12)Cc1ccco1
    -2%	1%	7%	0%	?	?	0%	?
[31] COc1cc2oc(=O)cc(-c3ccc(-c4ccc(CO)cc4)cc3)c2c(OC)c1OC
    3%	?	4%	2%	-9%[81.3 µM]	-26%[81.3 µM]	14%	-16%[81.4 µM]
[32] COc1ccc(NC(=S)NCc2ccc3c(c2)cc(C)n3C)cc1
    -1%	11%	12%	?	5%	0%	5%	8%
[33] CN=c1scc(C)n1/N=C/c1ccc(O)c(O)c1O
    -17%	3.2µM*	-7%	.	25µM*	?	-3%	7.1µM*
[34] CCOC(=O)c1[nH]c(C)c(C(=O)NCc2ccc(OC)cc2)c1C
    3%	-3%	5%	.	6%	-5%	-1%	-18%
[35] CCOC(=S)SCC(=O)N1CCc2cc(OC)ccc2C1C1C(=O)CCCC1=O (stereo unspecified)
    -6%	11%	2%	7%	-5%	-6%	-5%	?
[36] COc1ccc(C(CCN2CCCC(C)C2)c2c(OC)cc(OC)c3c2OC(=O)CC3c2cc(OC)c(OC)c(OC)c2)cc1 (stereo unspecified)
    -2%&0%	.	2%&13%	.	-2%	-6%	-8%&3%	-9%
[37] COCCCNc1ncnc2c1cnn2-c1ccc(C)cc1C
    2%	-6%	3%	-1%[11.4 µM]	1%	4%	-7%	3%
[38] CCOC(=O)c1cnn(-c2ccccc2)c1NC(=O)c1ccccc1
    2%	?	2%	-1%	0%	4%	-7%	-4%
[39] Cc1ccc(NC(=O)C2CC(=O)N(c3ccc4c5c(cccc35)CC4)C2)cc1 (stereo unspecified)
    -1%	?	-2%	-5%	-4%	-20%	-8%	-8%
[40] Cc1ccc(-c2nsc(SCC(=O)NCC3CCCO3)n2)cc1 (stereo unspecified)
    -1%	5%	-1%	.	-5%	-15%	-4%	-7%
[41] Oc1c(Br)cc(Br)cc1/C=N/N1CCN(Cc2ccccc2)CC1
    -5%	0%	-12%	-12%	3%	20%	3%	10%
[42] CC(=O)N1CCc2cc(CNS(=O)(=O)c3ccccc3C(F)(F)F)ccc21
    -1%	.	.	.	-7%	-4%	-4%	-1%
[43] Oc1ccc(Cl)cc1-c1cc(-c2ccccc2)n[nH]1
    -3%	4%	4%	-4%	?	?	11%	-11%
[44] CCOc1cc(NC(=O)C2CCCCC2)c(OCC)cc1NC(=O)c1ccco1
    -2%	-1%	1%	3%	6%	-13%	-2%	-6%
[45] Fc1cccc(Cl)c1-c1nnc2ccc(N3CCOCC3)nn12
    4%	-15%	5%	.	-1%	-13%	-2%	-12%
[46] C/C(CS(=O)(=O)c1ccc(Cl)cc1)=N/NC(N)=S
    1%	-16%	-26%	.	1%	-3%	6%	-3%
[47] Cc1ccccc1NC(=O)CSc1nnc(-c2cccs2)o1
    ?	.	.	.	-6%	-4%	-3%	-2%
[48] CN1C(=O)c2oc3ccc(Br)cc3c(=O)c2C1c1ccncc1 (stereo unspecified)
    -2%	?	-1%	6%	3%	9%	1%	-14%
[49] CCC(=O)c1ccc(OCC(O)CN(C)C2CCCCC2)cc1 (stereo unspecified)
    0%	11%	-6%	2%	5%	9%	7%	13%
[50] O=C(NNC(=O)C(c1ccccc1)c1ccccc1)c1ccccn1
    -2%	9%	-17%	-9%	0%	-7%	-2%	-7%

# The list continues.
# Values run as follows: TR SRC2 fluor cs	ALDH1A1 block	aGal spleen mod	L3MBTL1 inh	Tau fibril FP	Tau fluor cs	TRb SRC2 PPI	Tau fibril ThT
[51] Cc1cccc(CCNc2ncnc3onc(-c4ccc(Cl)cc4)c23)c1
    0%	.	.	.	-6%	-21%	1%	-4%
[52] C/C(=N\NC(=O)c1c(-c2ccccc2Cl)noc1C)c1cccc(NC(=O)C(C)C)c1
    -2%	1%	8%	-2%	-2%	-1%	5%	-1%
[53] COc1cc(/C=N/O)ccc1Oc1ccc([N+](=O)[O-])cc1[N+](=O)[O-]
    0%	-3%	-17%	.	-4%	?	7%	?
[54] COC(=O)CCC(=O)NC(=S)Nc1cc(Cl)ccc1Cl
    -3%	-7%	7%	7%	-16%	?	-2%	-12%
[55] NCCC[C@@H](CC(=O)N[C@@H]1CCCC[C@H]1C(=O)N[C@H](CC(=O)N[C@@H](CCC(=O)O)CC(=O)O)Cc1ccccc1)NC(=O)C[C@H](Cc1c[nH]c2ccccc12)NC(=O)[C@@H]1CCCC[C@H]1N
    2%	-7%	0%	.	-5%	-7%	-8%	-11%
[56] COc1ccc(CCNC(=O)c2c(O)nc3c(C)cccn3c2=O)cc1
    3%	.	.	.	-3%	-13%	-12%	-17%
[57] COc1cccc(-c2cc(C(=O)Nc3cc(C)on3)no2)c1
    -1%	0%	0%	8%	-8%	-14%	3%	?
[58] CCN(CC)S(=O)(=O)N1CCN(S(=O)(=O)N2CCOCC2)CC1
    -3%	-1%	-2%	-10%	2%	0%	4%	1%
[59] CCOc1ccc(S(=O)(=O)NN2Cc3ccccc3C2=N)cc1
    0%	8%	-5%	-11%	-2%	-2%	-4%	-4%

# Compounds as they come; any-hit rate near 8.5%.
